Bioassay records: PubChem BioAssay, Broad Institute
PfHsp90 set2: growth inhibition of PfHsp90-expressing yeast, primary screen, antimalarial PfHsp90 inhibitor project, S. cerevisiae, BacTiter-Glo luminescence, single point, set 2; BacTiter-Glo ATP, 48 h; yeast lacking PDR1 and PDR3 efflux regulators; inhibition, % at 9.4 µM; 310,000 compounds, 0.32% hits; AID 504621, 2011;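 active means every replicate shows inhibition above about 80%, whatever the replicate mean, limit read from the data; inconclusive means mean inhibition reaches the set limit but some replicate falls short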;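 further: 0% = DMSO neutral controls and 100% = 20 µM radicicol positive controls; yeast relying on Plasmodium falciparum Hsp90 in place of its own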
CAL PDZ FP-1: CAL PDZ peptide-binding inhibitors, primary screen, biochemical, fluorescence polarization, Cer-tagged CAL PDZ, HTS; 330,000 compounds, 0.02% hits; purified CAL PDZ, TMR-peptide fluorescence polarization, 1 h; AID 504414, 2011; inhibition, % at 20 µM; Golgi-associated PDZ and coiled-coil motif-containing protein (Homo sapiens), Q9HD26;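 active means highest replicate inhibition of at least 40%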;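 further: plate controls were DMSO neutral control wells for no effect and unlabeled competitor peptide control wells for full effect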
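Material: tagged CAL PDZ protein CerCALP, purified; buffer or medium: sodium phosphate/NaCl buffer pH 7.4 with TCEP, IgG, Thesit; also added: fluorescent TMR peptide probe; schedule: 1 h incubation at room temperature before polarization reading; technique: fluorescence polarization from S- and P-plane intensities, G-factor corrected; control set: unlabelled peptide and DMSO controls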
Rtt109 Vps75: inhibitors of C. albicans Rtt109/Vps75 HAT, primary screen, biochemical, ThioGlo CoA-SH fluorescence, plate reader; inhibition, % at 34.9 µM; purified Rtt109/Vps75, 4 h; 330,000 compounds, 0.16% hits; AID 540336, 2011;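 active means inhibition of at least 50% in every replicate; inconclusive means best replicate reaches 50% inhibition but some replicates fall short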
CAL PDZ FP-2: untagged CAL PDZ binding inhibitors, primary screen, biochemical, fluorescence polarization, HTS. 300,000 compounds, 0.92% hits. AID 602252, 2012. Golgi-associated PDZ and coiled-coil motif-containing protein (Homo sapiens), Q9HD26. inhibition, % at 24.9 µM. purified CAL PDZ, TMR-peptide fluorescence polarization, 1 h;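 active means mean inhibition of at least 30% with at least half of replicates also reaching 30%; inconclusive means no clear call, values can overlap the other calls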;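 further: 0% = DMSO neutral control and 100% = excess unlabeled competitor peptide PRC23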
SR-BI uptake up: activators of SR-BI mediated DiI-HDL uptake, primary screen, ldlA[mSR-BI] CHO cells, DiI fluorescence; 320,000 compounds, 0.096% hits; 3 h; 100 = double the neutral-control signal; AID 504775, 2011; activation, % at 12.5 µM;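 active means mean replicate activation of at least 60% and every replicate at or above 60%; inconclusive means mean or all-replicate condition met, but not both; inactive means mean below 60% and not all replicates reaching 60%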;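 further: 0% = median plate neutral-control signal and 100% = twice that signal; values of inactives mirror those of a sister screen read the other way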
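Test system: SR-BI-overexpressing, LDLR-lacking CHO cells; Also added: labelled HDL, 10 µg/mL; Measured by: bottom-read cell fluorescence after medium removal, ex 550/em 595 nm; Timing: 3 h uptake period with compound, 37 °C; Buffer or medium: F12, 0.5% BSA, 25 mM HEPES; Doses: single compound concentration, delivered by pin transfer.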
NSD2 inh: NSD2 histone methyltransferase inhibitors, primary screen, biochemical, AlphaScreen, single concentration, set 2; Histone-lysine N-methyltransferase NSD2 (Homo sapiens), O96028; NSD2 peptide methylation, 120 min; inhibition, % at 12.5 µM; 310,000 compounds, 0.54% hits; in the data active means inhibition above about 50%
SR-BI DiI inh: inhibitors of SR-BI mediated HDL lipid uptake, primary screen, ldlA[mSR-BI] cells, fluorescence, single point; Scavenger receptor class B member 1 (Mus musculus), Q61009; ldlA[mSR-BI] CHO cells, DiI-HDL uptake fluorescence, 3 h; inhibition, % at 12.5 µM; 320,000 compounds, 0.96% hits;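 active means mean replicate inhibition of at least 70% and a set share of replicates each scoring 70 or more; inconclusive means meets just one of the two criteria; inactive means fails both criteria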;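 further: 0% = median of neutral control wells and 100% = median of positive control wells; values of inactives mirror those of a sister screen read the other way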
dFosB act: activators of delta FosB homodimer, primary screen, biochemical, fluorescence polarization, TAMRA-CDK5 oligo, single point. purified delta FosB; percent of positive-control signal above neutral wells. activation, % at 25 µM. Protein FosB (Mus musculus), P13346. AID 493131, 2011. 340,000 compounds, 0.99% hits;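 active means mean activation above about 17%, with every replicate also reaching it, limit read from the data, passing the limit was not always enough; inconclusive means only one of the two conditions met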;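 further: fluorescence polarization rise as delta FosB binds a TAMRA Cdk5 AP-1 oligo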
PvdQ acylase: P. aeruginosa PvdQ acylase inhibitors, primary screen, biochemical, fluorescence, plate reader and imaging, single point; PvdQ acylase [Pseudomonas aeruginosa LESB58]; purified PvdQ acylase; inhibition, % at 10 µM; 340,000 compounds, 0.063% hits; AID 488965, 2010; in the data active means inhibition above about 30%, passing the limit was not always enough; inconclusive means no clear call, values can overlap the other calls;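 further: 0% = vehicle neutral wells and 100% = reference inhibitor wells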
MITF act: activators of MITF-driven TRPM1 promoter reporter, primary screen, cell-based, SK-MEL-5, luciferase, single point. activation, % at 12.5 µM. AID 588334, 2011. SK-MEL-5 TRPM1-promoter luciferase, 24 h; % of positive control, neutral wells = 0. 300,000 compounds, 0.75% hits;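 active means mean activation of at least 80% with every replicate also reaching 80%; inconclusive means mean reaches 80% but some replicate falls short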;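 further: 0% = neutral control wells and 100% = parthenolide positive control wells; values of inactives mirror those of a sister screen read the other way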
* hit, by the source's call; ? = inconclusive; nt = not tested or not shown. An unsorted share of the library; about 4.3% have a hit in one of these screens.

SMILES	PfHsp90 set2	CAL PDZ FP-1	Rtt109 Vps75	CAL PDZ FP-2	SR-BI uptake up	NSD2 inh	SR-BI DiI inh	dFosB act	PvdQ acylase	MITF act
CCN(CC)c1ccc(/C=N/N2CCOCC2)cc1	5.6	-1.0	11.8	0.7	-10.0	5.5	10.0	3.5	5.6	53.8
COc1ccccc1-c1nnc(Nc2nc3c(OC)cccc3s2)o1	nt	0.4	-1.9	9.0	-40.4	nt	40.4	-2.9	7.2	nt
Cc1ccc(C(=O)Nc2ccccc2Oc2ccccc2)o1	-8.9	-0.5	-2.4	nt	-15.2	0.2	15.2	-2.5	-10.1	-4.8
O=C(Cc1ccc(NC(=O)C2CCN(C(=O)C3CCCCC3)CC2)cc1)Nc1cccc(C(=O)N2CCCCC2)c1	-2.7	0.1	-2.9	-2.2	-11.6	nt	11.6	0.7	-9.5	5.3
COCCNC(=S)N(CCc1c(C)[nH]c2ccc(F)cc12)Cc1ccco1	3.4	-2.7	-6.7	-0.1	-25.5	3.1	25.4	-11.1	0.7	-13.0
CNC(=S)N(CCc1c(C)[nH]c2ccc(F)cc12)Cc1ccco1	-18.2	-1.2	-7.1	-2.1	-61.0	0.5	61.0	-14.5	-18.0	-12.4
CNS(=O)(=O)c1cccc(C(=O)OCC(=O)c2cc(C)n(CC3CCCO3)c2C)c1 (configuration not stated)	-25.3	-1.4	-5.1	-2.8	-25.6	3.0	25.6	-12.5	-11.8	32.8
Cc1cc(C)c(C)c(S(=O)(=O)N2CCN(C(=O)C3CCC3)CC2)c1C	5.5	-2.9	-7.5	-2.7	-34.9	-0.6	34.9	-1.6	-11.7	6.1
C=C(C)CN(CC)C(=O)CN1C(=O)NC2(CCc3ccccc32)C1=O (configuration not stated)	6.8	-2.5	5.1	-3.1	21.7	-7.2	-21.7	-4.8	1.6	8.1
CC(C)Cn1c([N+](=O)[O-])nc2c1c(=O)[nH]c(=O)n2C	-18.2	0.4	5.7	nt	-9.8	20.0	9.8	-13.5	-6.6	nt
COc1ccccc1CNS(=O)(=O)CCNC(=O)c1ccccc1	nt	-2.3	11.8	-0.6	13.1	-5.9	-13.1	-1.9	-4.0	-10.6
COc1ccc(C(CCc2cc(OC)c(OC)c(OC)c2)NC(C)=O)cc1 (configuration not stated)	-6.5	-0.5	-9.9	-8.8	8.9	-5.7	-8.9	6.1	-10.4	-2.4
COc1ccc(-c2nnc(SCc3cccc(C#N)c3)o2)cc1	3.2	-2.2	-5.3	-3.1	-7.2	-7.1	7.2	-4.3	0.4	-6.5
O=C(Nc1nccs1)C(NS(=O)(=O)c1ccc(Br)s1)c1ccccc1 (configuration not stated)	nt	-4.5	3.5	-0.8	16.7	0.3	-16.7	-0.8	-9.4	-9.3
COC(=O)c1ccc(-n2c(C)cc(C(=O)CSc3cccc[n+]3[O-])c2C)cc1	9.4	nt	-6.9	6.0	-11.5	1.2	11.5	2.5	-16.8	7.1
Cc1ccc(CNC(=O)/C=C/c2ccc(Br)o2)cc1	-3.3	0.8	0.8	1.1	3.7	0.9	-3.7	5.2	-2.3	-2.8
C#CC(C)(CC)NC(=O)Cn1nnc(-c2cccc(C(F)(F)F)c2)n1 (configuration not stated)	6.5	1.9	nt	0.0	14.3	-1.3	-14.3	-7.5	6.0	3.0
CCC1CCCCN1CCCNC(=O)CNC(=O)c1nn(-c2ccc(OC)cc2)c(=O)c2ccccc12 (configuration not stated)	7.0	-0.1	4.1	-1.8	nt	3.0	nt	-10.7	-21.9	4.1
Cc1cccc(/C=C\c2nc3ccccc3c(=O)[nH]2)c1	25.7	-0.5	-59.0	-3.2	-4.2	-1.7	4.2	-20.9	-3.0	39.3
Cc1ccc2c(c1)C(=O)N1[C@H]3c4cc(Cl)ccc4OC[C@@H]3[C@H](c3ccccc3)[C@]1(C)C(=O)N2	-79.0	-0.1	0.9	-0.7	7.7	nt	-7.7	?	-5.6	-3.1
COc1ccccc1N(C(=O)c1snc(C(N)=O)c1N)C(C(=O)NC1CCCC1)c1ccc(N(C)C)cc1 (configuration not stated)	3.5	-1.5	-1.0	0.7	nt	6.3	nt	-1.1	8.3	-3.5
CN(C)CCN(C(=O)/C=C/c1cccs1)c1nc2ccc(F)cc2s1	-19.0	0.2	3.5	2.4	-30.9	-3.0	30.9	-48.6	-1.1	-5.5
CC(C)(C)NC(=O)CN(Cc1ccc2c(c1)OCO2)C(=O)CNS(=O)(=O)c1ccccc1	1.1	-2.5	-8.8	-4.4	4.4	-2.6	-4.4	2.6	-16.5	5.2
O=C(CSc1nnc2ccccn12)Nc1ccc2c(c1)OCCO2	-4.1	0.7	0.6	1.0	8.2	1.5	-8.2	-12.0	-16.2	56.3
COCCNC(=O)c1ccc(NS(=O)(=O)c2cc(C)ccc2C)cc1	13.2	nt	3.3	-4.4	-24.9	13.6	24.9	1.7	-12.5	-1.2
CCOC(=O)N1CCN(C(=O)Cc2cccs2)CC1	-4.4	-0.1	-2.7	0.8	13.6	-2.3	-13.6	3.2	-4.8	-5.1
CCOc1cc(/C=N/N=C(\N)c2nonc2N)cc(Br)c1OCc1cccc2ccccc12	7.0	-0.9	-12.0	-3.0	-46.2	5.6	46.2	40.7*	-0.3	-51.8
Cc1cc(C)cc(NC(=O)CN(C)S(=O)(=O)c2cnc[nH]2)c1	16.9	nt	4.3	-1.5	6.4	-3.9	-6.4	-1.8	-4.1	-5.9
COc1ccc(-c2noc(CCC(=O)N3CCN(c4cc(C)ccc4C)CC3)n2)cc1	nt	-1.8	1.5	-2.2	0.5	-1.7	-0.5	-3.1	-13.6	-4.8
COc1ccc(CCNC(=O)CN2C(=O)C(=O)N(C3CCCC3)C2=O)cc1OC	-15.5	-1.6	2.7	6.3	14.2	55.0*	-14.2	4.8	-9.6	5.3
Cc1ccc(NC(=O)NCCN2CCN(c3ccccc3)CC2)cc1Cl	-9.1	1.4	-3.4	-6.1	-1.7	-3.9	1.7	-8.4	-11.9	-9.7
Cc1cccnc1NC(=O)C(c1ccccc1)c1ccccc1	-32.5	-2.1	2.8	-3.3	13.4	-2.4	-13.4	-9.3	-5.1	-2.9
COc1ccccc1N1CCN(C(=O)c2ccc(CN3CCOCC3)cc2)CC1	-5.1	-0.4	1.9	nt	-1.5	-3.9	1.5	-5.6	-3.0	nt
CC1(C)CC(=O)C(C=NCCN2CCNC2=O)=C(O)C1	-13.3	0.3	-17.4	52.2*	20.0	0.8	-20.0	4.3	-3.2	-0.3
Cc1ccc(-n2c(CCC(=O)O)ccc2-c2cccs2)cc1C	-12.3	-0.1	9.2	0.9	19.0	-0.7	-19.0	-1.1	-2.2	1.4
CCOC(=O)c1c(C2CC2)csc1NC(=O)COC(=O)c1cnc(Cl)c(Cl)c1	-15.4	-1.5	-0.8	-3.4	16.7	0.3	-16.7	-0.3	-11.0	-10.5
O=C(NCc1ccccc1Cl)C(=O)NCC1OCCN1S(=O)(=O)c1cccs1 (configuration not stated)	0.0	-0.7	1.6	-3.5	-9.8	-4.0	9.8	0.2	-12.9	-4.7
CC(=O)N/N=C(\C)CC(=O)Nc1cccc(C(F)(F)F)c1	-9.5	0.0	nt	-1.2	22.2	4.0	-22.2	2.1	8.3	4.2
COc1cc2c(cc1NC(=O)CSc1ccc(C)cc1)oc1ccccc12	0.2	nt	5.2	-5.1	-45.7	-2.0	45.7	-3.5	-3.6	-11.2
CCOc1ccccc1C(=O)N[C@H](C(=O)OCc1cc([N+](=O)[O-])cc2c1OCOC2)C(C)C	-29.0	-2.8	0.3	-4.5	-48.5	-2.2	48.5	-7.9	-8.4	-6.0
C/C(=N/NC(=O)CCc1c(C)n[nH]c1C)c1cccc([N+](=O)[O-])c1	-9.0	-2.1	5.7	nt	-14.9	-2.3	14.9	3.4	-2.3	nt
O=Cc1ccc(O)cc1O	-5.7	-1.0	-7.0	5.5	-2.6	nt	2.6	-1.6	-10.0	-7.8
CC(C)(C)C(=O)c1cnc(Nc2ccccc2)s1	-1.6	0.1	5.7	-2.0	-3.7	-2.1	3.7	-0.3	3.1	124.1*
COc1ccc(CC(C)CC(=O)NCCc2ccc(OC)c(OC)c2)cc1 (configuration not stated)	-18.1	0.3	-9.0	-1.8	nt	-3.8	nt	-3.8	-15.6	-13.3
O=C(Cn1c(=O)c2cccn2c2cccnc21)NCCCN1CCN(c2ccc(F)cc2)CC1	-24.0	-1.6	5.6	-3.1	-41.3	-3.4	41.3	-4.9	-11.1	0.5
Cn1c(=O)c2cc(S(=O)(=O)NCCC(=O)NCc3ccccc3Cl)ccc2n(C)c1=O	2.4	0.2	2.2	1.1	-0.1	6.2	0.1	-2.4	-7.1	-0.8
CCOC(=O)c1c(C)[nH]c(C)c1C(=O)CSc1nc2ccccc2c(=O)n1-c1ccc(CC)cc1	-5.2	-0.7	10.1	-2.8	5.8	-2.4	-5.8	-12.0	-12.2	-11.3
CC(C)c1ccc(NC(=O)CNCC(c2ccccc2)N(C)C)cc1 (configuration not stated)	-28.3	-2.1	-3.4	-2.4	nt	0.2	nt	-11.5	-15.9	8.2
O=C1CN(C(=O)COC(=O)CCS(=O)(=O)c2ccccc2)c2ccccc2N1	13.9	-1.4	2.6	-4.5	9.5	-0.4	-9.5	-5.8	-8.5	-7.4

As entered above.
`C/C(=N/NC(=O)CCc1c(C)n[nH]c1C)c1cccc([N+](=O)[O-])c1` – CAL PDZ FP-1: -2.1
`Cn1c(=O)c2cc(S(=O)(=O)NCCC(=O)NCc3ccccc3Cl)ccc2n(C)c1=O` – CAL PDZ FP-2: 1.1
